Screening results from PubChem.
PKM2 activator – increases activity of human pyruvate kinase M2; purified PKM2, Kinase-Glo ATP luminescence, activation; response scale: 0% is enzyme alone, no compound; Potency, µM (highest dose often 57.5 µM), for inactives: at the highest dose activation, most hits filed as activators; 260,000 tested, 0.34% active; further: potency means the concentration at half of the fitted maximal effect; on the % scale 0 is the no-effect control and ±100 the full control effect; nearly all actives have a fitted effect of over 55% in size
Target sequence (P14618 whole entry, looked up): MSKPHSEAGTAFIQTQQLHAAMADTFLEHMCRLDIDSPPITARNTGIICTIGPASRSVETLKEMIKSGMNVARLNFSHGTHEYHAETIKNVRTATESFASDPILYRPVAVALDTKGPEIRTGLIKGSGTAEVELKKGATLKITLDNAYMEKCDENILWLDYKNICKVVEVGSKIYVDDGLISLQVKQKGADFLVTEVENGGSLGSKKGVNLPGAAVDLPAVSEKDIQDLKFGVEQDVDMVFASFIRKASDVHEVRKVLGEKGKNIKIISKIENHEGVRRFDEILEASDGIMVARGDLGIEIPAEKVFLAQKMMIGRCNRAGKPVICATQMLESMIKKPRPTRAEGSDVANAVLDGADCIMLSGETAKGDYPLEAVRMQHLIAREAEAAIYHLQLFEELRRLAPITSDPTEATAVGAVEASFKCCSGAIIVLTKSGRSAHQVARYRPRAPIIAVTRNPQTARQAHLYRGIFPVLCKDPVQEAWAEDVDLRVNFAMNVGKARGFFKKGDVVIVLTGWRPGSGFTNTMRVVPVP
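hPK-M2, >95% pure; 0.1 mM ADP / 0.5 mM PEP final; imidazole pH7.2 buffer w/ 7 mM MgCl2, 50 mM KCl; 1 h RT; Kinase-Glo lum. Intermediate enzyme activity for dual inhibitor/activator qHTS.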
BCR signal inh – blocks chronic active B-cell receptor signaling. 340,000 tested, 0.05% active. Potency, µM (series often up to 46.1 µM), for inactives: top-dose ratio change, negative = lower green/red ratio, actives largely listed as inhibitors. ABC-DLBCL IkBa-CBG/CBR reporter, luminescence ratio, 4 h; active means well fitted inhibition curve with a large enough effect in the signal ratio, with a control signal flat, not every such curve was filed as active; inconclusive means small, poorly fitted or top-dose-only effect, or effect the other way, or a change in a side signal; the % refers to the signal ratio;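 further: potency means the concentration at half of the fitted maximal effect; plate controls were basal doxycycline-induced cells for no effect and cells given 10 µM MG132 for full effect; MG132 reads +100%, hits lower the ratio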
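Cell line TMD8 (human ABC DLBCL), stably expressing tet-inducible CBG68-IkBa fusion and CBR; IMDM/0.5% FBS; cpd up to 46 uM; dox induction, 4 h, 37C/5% CO2; dual luminescence; green/red ratio; MG132 control.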
Menin-MLL TR inh – inhibitors of human menin-MLL interaction, mutant MLL peptide; O00255; Menin + Texas Red MLL mutant peptide, fluorescence polarization; Potency, µM (titrated, usually from 61.6 µM), for the others: top-dose FP activity change, negative = inhibition, most hits filed as inhibitors; 270,000 tested, 0.23% active; AID 1768; active means well fitted inhibition curve with a large enough effect in the polarisation, with a control signal flat, not every such curve was filed as active; inconclusive means small, poorly fitted or top-dose-only effect, or effect the other way, or a change in a side signal; inactive means no such curve, though single readings can be large or run the other way; the % refers to the polarisation; further: potency means the concentration at half of the fitted maximal effect; % of control where 0% means no effect; many of its hits are not listed in these tables
ASM inhibitor – blocks human secretory acid sphingomyelinase; placental ASM, HMU-PC fluorogenic substrate, 60 min; Potency, µM (doses to about 57.5 µM), without a hit: top-dose activity change, negative = inhibition, actives largely listed as inhibitors; AID 504937; P17405; 340,000 tested, 0.006% active; further: potency means the concentration at half of the fitted maximal effect
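Steps: dispense placental human ASM, pin compound, wait 10 min at room temperature, add HMU-PC0 substrate at 9 uM final, incubate 60 min at 37 °C, add stop solution raising pH to 10, read fluorescence.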
GALK inh – blocks human galactokinase activity; P51570; Purified GALK, Kinase-Glo residual ATP luminescence; Potency, µM (top dose mostly 57.5 µM), for inactives: at the highest dose activity change, negative = inhibition, hits mostly inhibitors; 270,000 tested, 0.007% active; further: potency means the concentration at half of the fitted maximal effect; on the % scale 0 is the no-effect control and ±100 the full control effect
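Kinase-Glo Plus luminescence measured ATP left after a 1 h room-temperature reaction. The reaction used 5 nM GALK, 100 uM galactose and 35 uM ATP at pH 8.0 (20 mM HEPES, 5 mM MgCl2, 60 mM NaCl, 1 mM DTT, 0.01% BSA).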
Eya2 inh – inhibitors of human Eya2 phosphatase activity; O00167; recombinant Eya2, OMFP fluorescence dephosphorylation (OMFP is methylfluorescein phosphate); Potency, µM (doses to about 76.9 µM), inactives show at the highest dose activity, negative = inhibition, most hits filed as inhibitors; 330,000 tested, 0.006% active; AID 488837; further: potency means the concentration at half of the fitted maximal effect; on the % scale 0 is the no-effect control and ±100 the full control effect
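Eya2 protein (added as 0.2 uM solution) was preincubated with compound for 10 min at ambient temperature in 50 mM HEPES pH 7.5, 50 mM NaCl, 5 uM MgCl2, 0.05% BSA, 1 mM DTT. OMFP (added at 50 uM) then reacted 10 min; fluorescence read at 485/525 nm.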
KCNH2 WT inh – inhibitors of human wildtype KCNH2 potassium channel. Q12809. U2OS, BacMam KCNH2, thallium flux FluxOr; hits give low values. activity change, % at 1.84 µM. 340,000 tested, 0.37% active. AID 720551;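 active means maximum activity change below -70%; inconclusive means maximum activity change between -70% and -50%; inactive means maximum activity change above -50%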; further: on the % scale 0 is the no-effect control and ±100 the full control effect
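U2OS cells were transduced with wild-type KCNH2 virus (2.03 x 10^8 / mL) for 4 h at room temperature, then cultured overnight at 37 C. Thallium flux was read with FluxOr dye. Rate constants were normalized to DMSO controls.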
Mito fusion yeast – mitochondrial division inhibition or fusion activation; S. cerevisiae fusion-defective mutant growth rescue, CellTiterGlo 48 h; 320,000 tested, 0.23% active; Potency, µM (titrated, usually from 46.1 µM), for the others: at the highest dose growth rescue (activation), most hits filed as activators;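 further: potency means the concentration at half of the fitted maximal effect; % of control where 0% means no effect; nearly all actives have a fitted effect of over 45% in size; temperature-sensitive fusion mutants such as fzo1-1 at 37 °C on non-fermentable ethanol glycerol medium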
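Read-out: ATP-based luminescence (CellTiterGlo, 10 min ambient) reporting growth of fusion-defective ts yeast after 48 hours at 37C on glycerol/ethanol YPEG medium in the presence of compound.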
USP2a block – USP2a (human) protease inhibition | AID 463254 | Potency, µM (top dose mostly 38.3 µM), inactives show top-dose activity change, negative = inhibition, most hits filed as inhibitors | USP2 core, Ub-CHOP2 coupled fluorogenic reporter, 485/531 | O75604 | 330,000 tested, 0.01% active;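 further: potency means the concentration at half of the fitted maximal effect; plate controls were DMSO wells for no effect and full inhibition by NEM control for full effect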
Target sequence (O75604 whole entry, looked up): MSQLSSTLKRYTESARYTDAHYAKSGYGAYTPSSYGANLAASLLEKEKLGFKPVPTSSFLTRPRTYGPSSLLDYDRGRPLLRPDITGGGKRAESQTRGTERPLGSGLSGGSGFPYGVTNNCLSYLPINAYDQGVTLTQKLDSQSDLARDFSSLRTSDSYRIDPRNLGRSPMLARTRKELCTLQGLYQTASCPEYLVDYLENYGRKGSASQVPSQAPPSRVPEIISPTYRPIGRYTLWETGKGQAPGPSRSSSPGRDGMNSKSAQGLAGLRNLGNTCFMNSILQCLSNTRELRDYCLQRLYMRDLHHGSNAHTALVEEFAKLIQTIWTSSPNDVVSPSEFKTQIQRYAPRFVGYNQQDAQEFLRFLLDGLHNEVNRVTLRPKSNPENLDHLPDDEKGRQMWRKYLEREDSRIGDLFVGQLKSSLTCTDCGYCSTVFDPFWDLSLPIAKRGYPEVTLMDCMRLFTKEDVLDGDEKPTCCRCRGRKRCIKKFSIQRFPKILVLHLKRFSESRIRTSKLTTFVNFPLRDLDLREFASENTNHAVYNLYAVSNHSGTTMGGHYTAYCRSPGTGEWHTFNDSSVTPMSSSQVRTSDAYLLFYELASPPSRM
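Deubiquitinase activity read as fluorescence (485/531 nm) after Ub-CHOP2 cleavage activates the enterokinase reporter on its substrate; USP2 core 10nM, Ub-CHOP2 and substrate 25nM each, 30min compound preincubation then 60min RT; data normalized to NEM, curves fitted.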
MBNL1 CUG block – MBNL1-poly(CUG) RNA binding inhibition | Q9NR56 | TR-FRET MBNL1-His/biotin-(CUG)12 binding, 665/545 ratio | Potency, µM (series often up to 57.5 µM), for inactives: top-dose activity change, negative = inhibition, most hits filed as inhibitors | 280,000 tested, 0.036% active; active means well fitted inhibition curve with a large enough effect in the signal ratio, with a control signal flat, not every such curve was filed as active; inconclusive means small, poorly fitted or top-dose-only effect, or effect the other way, or a change in a side signal; inactive means no such curve, though single readings can be large or run the other way; the % refers to the signal ratio; further: potency means the concentration at half of the fitted maximal effect; on the % scale 0 is the no-effect control and ±100 the full control effect
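TR-FRET readout: Ex 340 nm, 665/545 nm emission ratio, normalized to buffer-only (basal) and MBNL1-(CUG)12 controls. Complex of MBNL1-His with Biotin-(CUG)12, compounds 92 nM–58 uM, incubated 60 min at room temperature.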
TSHR antagonist – human thyrotropin receptor antagonism. 330,000 tested, 0.2% active. P16473. activity change, negative = inhibition, % at 11.5 µM. TSHR-expressing cells, TSH-stimulated cAMP HTRF, 2 h; hits give low values;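 active means activity change below a set negative limit, meaning inhibition stronger than a set level, cut at about -70% in these data; inconclusive means activity change between two set negative limits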; further: on the % scale 0 is the no-effect control and ±100 the full control effect
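Antagonism was scored as loss of TSH-driven cAMP in TSHR cells, stimulated with 4nM TSH (EC80) for 2 hours at 37 deg C and detected by homogeneous HTRF competition immunoassay.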
Active calls of the source: *; i = inactive; ? = inconclusive; . = no result given; [ ] = dose if it differs, or a comment. Unless noted, the call rests on the fitted dose curve; in most records, active means well fitted curve in the direction sought with a large enough effect; inconclusive means small, poorly fitted or top-dose-only effect, or another doubt; inactive means no such curve, though single readings can be large; an effect the other way counts as inactive or inconclusive. Not all compounds are listed (hit frequency here may not be typical).

SMILES	PKM2 activator	BCR signal inh	Menin-MLL TR inh	ASM inhibitor	GALK inh	Eya2 inh	KCNH2 WT inh	Mito fusion yeast	USP2a block	MBNL1 CUG block	TSHR antagonist
Cc1ccc(NC(=S)N(CCCN2CCOCC2)Cc2ccco2)cc1C	2%	?	-12%	2%	10%	-4%	2	8%	0%	-6%	26
CC(=O)Nc1cccc(NC(=O)C(=O)NCC(c2ccco2)N2CCc3ccccc3C2)c1 (configuration not stated)	.	-15%	.	-3%	.	11%	-3	1%	-2%	.	-4
COc1ccc(-c2nnc(SCC(=O)N3c4ccccc4Sc4ccccc43)o2)cc1	6%	-3%	-21%	-7%	-3%	-7%	-26	14%	0%	-6%	-2
C=CCn1c(=O)c2ccccc2n2c(SCC(N)=O)nnc12	-6%	-3%	-18%	5%	-1%	9%	-6	-3%	1%	-8%	-4
COCc1cc(C)n(CC(=O)Nc2ccc(N3CCOCC3)c(Cl)c2)c(=O)c1C#N	7%	1%	-12%	3%	18%	5%	-2	7%	-2%	-3%	1
Cc1ncc(CN2CCN(Cc3ccccc3)C(CCO)C2)s1 (configuration not stated)	-4%	-1%	3%	5%	1%	1%	-5	-1%	-1%	-4%	0
Cc1ccc(C)c(C(=O)NCc2ccncc2)c1	0%	-1%	17%	1%	0%	-17%	-3	-1%	0%	1%	8
CC(=O)c1cccc(OCC(=O)NC2CCCCCC2)c1	.	?	.	-4%	.	19%	-6	2%	2%	.	-8
COc1cc(C(=O)N2CCN(c3ccc(C)cc3C)CC2)cc(OC)c1OC	-1%	-7%	-17%	0%	-2%	-4%	-6	-17%	-2%	4%	-1
COCCN1CCC(CNCc2cn[nH]c2-c2ccc(C)c(C)c2)C1 (configuration not stated)	-1%	?	-21%	4%	-2%	8%	13	-12%	1%	-4%	11
COCCNC(=O)CC(NS(=O)(=O)c1ccc(NC(C)=O)cc1)C(C)C (configuration not stated)	9%	3%	34%[activator]	2%	0%	12%	-2	0%	3%	-4%	2
COc1ccc(-c2cc(C(=O)Nc3cccnc3)c3ccccc3n2)cc1OC	4%	?	.	.	-6%	3%	-7	0%	0%	?	-10
CC(C)(C)N1CC(c2nc3ccccc3n2Cc2ccccc2)CC1=O (configuration not stated)	1%	20%	.	0%	0%	-11%	0	4%	2%	0%	-1
Cc1nc(NC(=O)C2CC2)sc1C(=O)N1CCCCC1	-6%	4%	1%	-1%	1%	-15%	5	0%	-1%	7%	-6
Cc1oncc1C(=S)Nc1ccccc1	2%	-2%	0%	-4%	12%	-2%	6	0%	-1%	0%	5
CCn1cc(C2=NOC(C(=O)Nc3cc(OC)c(Cl)cc3OC)C2)c(C)n1 (configuration not stated)	15%	1%	8%	3%	0%	-36%	-15	1%	3%	-3%	6
CCCn1c(SCC(=O)N2c3ccccc3Sc3ccccc32)nc2c1c(=O)n(C)c(=O)n2C	-4%	-2%	0%	2%	1%	25%	10	4%	-1%	-4%	-5
CCN(CC)C(=O)c1scc2c1OCCO2	2%	2%	4%	1%	0%	3%	6	0%	3%	1%	2
Cn1c(N)c(C(=O)c2ccc(Oc3ccccc3)cc2)c(=O)n(C)c1=O	2%	-8%	2%	-2%	0%	7%	-10	10%	2%	0%	6
COc1cc(NC(=O)c2ccccc2Cl)ccc1NC(=O)c1cccs1	2%	13%	1%	-1%	-6%	?	-11	17%	0%	.	-9
COc1ccc(C2CC(c3ccncc3)=NN2c2ccc(S(N)(=O)=O)cc2)cc1 (configuration not stated)	.	?	.	i	.	2%	-9	.	-2%	.	-13
COc1ccc(/C=N/NC(=O)C(=O)NCc2cccnc2)cc1OC	1%	3%	-27%	0%	3%	9%	-1	0%	0%	?	-1
O=C(NCCn1cc(SCc2ccccc2F)c2ccccc21)c1c(F)cccc1F	3%	-9%	15%	-4%	.	-1%	-2	5%	-3%	50%[activator]	-30
COc1ccc(OC)c(C(c2nnnn2C2CCCC2)N2CCc3ccccc3C2)c1 (configuration not stated)	0%	?	?	-1%	0%	-6%	0	17%	0%	?	-1
COc1ccc(NC(=O)c2cccc(S(=O)(=O)N3CCCCCC3)c2)cc1	.	0%	58%[activator]	-21%	-3%	-7%	15	-6%	-4%	-7%	-5
CNS(=O)(=O)c1cnccc1N1CCN(C)CC1	0%	1%	-9%	3%	.	-2%	2	-7%	4%	-8%[11.5 µM]	4
Cc1ccc(OCCC(=O)Nc2ccc3c(c2)OCO3)cc1	.	1%	.	-1%	.	16%	-12	1%	3%	.	11
COc1ccc(NS(=O)(=O)c2cccc(C(=O)N/N=C/c3ccc(O)cc3)c2)cc1	?	-15%	5%	-3%	-2%	-15%	-24	4%	4%	-13%	-3
Cc1cccn2c(=O)c(/C=C(\C#N)C(=O)NC3CCS(=O)(=O)C3)c(N3CCC(C(N)=O)CC3)nc12 (configuration not stated)	-25%	4%	-16%	i	0%	7%	-3	3%	2%	50%[activator]	23
COC(=O)c1ccc(CSc2nnnn2-c2ccc(C)cc2C)o1	1%	0%	1%	-1%	12%	6%	-8	-1%	-1%	-20%	-14
CCCC(=O)Nc1ccc(C(=O)NN=C(C2CC2)C2CC2)cc1	-1%	0%	4%	0%	2%	-1%	2	0%	-3%	-13%	4
COc1ccc(C(=O)CC(CC(=O)c2ccc(OC)cc2)C(=O)O)cc1	.	1%	.	7%	.	-4%	-16	-4%	1%	.	10
CCOC(=O)N1CCN(C(=O)c2ccc(OC(C)=O)cc2)CC1	-7%	-1%	4%	-3%	-1%	18%	-4	-1%	-3%	9%	1
COC(=O)C1=C(C)N(c2ccc(F)c(Cl)c2)C(=O)C1	18%	?	-1%	-3%	0%	5%	-5	-11%	-1%	0%	5
C[C@]12c3[nH]c4ccccc4c3CCN1C(=O)C(CC(=O)NCCC1=CCCCC1)C[C@@H]2C(=O)N1CCCCC1 (some centres not stated)	.	5%	.	-1%	.	1%	34	.	-1%	.	-6
CC1=NN(c2ccc(C)cc2C)C(=O)C1C(c1cccc(O)c1)C1C(=O)N(c2ccc(C)cc2C)N=C1C (configuration not stated)	22%	?	17%	-2%	0%	1%	22	-2%	3%	?	15
Cc1ccccc1NC(=O)c1ccc2c(c1)N(C)CCS2	-10%	?	-28%	87%[activator]	.	-3%	-12	3%	2%	1%	-3
Cc1ccc(S(=O)(=O)N2[C@@H](c3ccc(Cl)cc3)C(C(=O)O)=CC[C@H]2c2ccc3c(c2)OCO3)cc1	.	2%	.	0%	.	13%	5	-7%	2%	.	-3
Cc1ccc2c(c1)N(CC(=O)N(Cc1ccccn1)Cc1ccco1)C(=O)C(C(C)C)O2 (configuration not stated)	17%	?	-22%	-1%	0%	-4%	1	28%	-1%	3%	13
COC(=O)C1C(c2ccccc2)C(C(=O)OCc2ccco2)C1c1ccccc1 (configuration not stated)	-16%	?	-2%	10%	-2%	-6%	-14	-11%	-9%	2%	77
Cc1cc2ccccc2c(=O)n1CC(=O)NCC(=O)N1CCCC1	0%	0%	-19%	1%	1%	-7%	-11	-4%	1%	0%	1
COc1cc2nc(CN(C)Cc3nc4ccccc4c(=O)[nH]3)[nH]c(=O)c2cc1OC	-18%	18%	.	-2%	-3%	11%	-4	-2%	1%	-4%	18
Cc1ccc(NC(=O)CCNS(=O)(=O)c2ccccc2F)cc1S(=O)(=O)N1CCOCC1	.	4%	.	2%	.	-28%	-2	1%	0%	.	-12
CC(C)C(=O)Nc1ccnc(-c2cccnc2)n1	0%	8%	1%	7%	0%	10%	3	1%	-2%	-10%	-8
Cc1cc(=O)[nH]c(SCn2nnc3ccccc3c2=O)n1	21%	-1%	-1%	-1%	3%	2%[15.4 µM]	-3	1%	-1%	-8%	1
COc1ccc2c3n(nc2c1)CCN=C3c1ccc(C)cc1	.	?	.	2%	.	-21%	?	4%	1%	.	-4
COc1cc(NC(=O)c2noc(C)c2[N+](=O)[O-])c(OC)cc1Cl	.	?	.	1%	-5%	-5%	-10	0%	1%	2%	0
